NR2E3 ag-1: inhibitors of NR2E3-RetCOR corepressor binding, primary screen, NR2E3 agonist project, biochemical, TR-FRET, GST-NR2E3, biotin-RetCOR; inhibition of corepressor binding, % at 4.78 µM; 1536-well; AID 2300, 2010; Photoreceptor-specific nuclear receptor (Homo sapiens), Q9Y5X4; 320,000 compounds, 0.12% hits;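 active means percent inhibition above the cutoff of mean plus 3 SD of all tested compounds, set per screening campaign, cut at about 20% in these data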;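 further: 0% = DMSO wells and 100% = biotin wells as full block of FRET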
Target sequence (Q9Y5X4 whole entry, looked up): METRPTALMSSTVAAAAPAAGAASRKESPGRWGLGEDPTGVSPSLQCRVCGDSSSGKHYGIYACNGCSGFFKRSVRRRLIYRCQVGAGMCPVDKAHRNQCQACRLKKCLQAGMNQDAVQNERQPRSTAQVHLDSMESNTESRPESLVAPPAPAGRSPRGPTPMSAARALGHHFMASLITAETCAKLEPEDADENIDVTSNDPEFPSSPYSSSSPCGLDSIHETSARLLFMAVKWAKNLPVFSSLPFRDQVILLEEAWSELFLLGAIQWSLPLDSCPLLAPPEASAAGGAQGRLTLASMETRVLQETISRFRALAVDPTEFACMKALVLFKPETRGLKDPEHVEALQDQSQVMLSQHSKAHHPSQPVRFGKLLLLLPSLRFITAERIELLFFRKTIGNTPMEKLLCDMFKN
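System: GST-tagged NR2E3 plus biotinylated RetCOR corepressor; Amount: 1.35 nM GST-tagged NR2E3 final; Dosing: single nominal compound dose of 4.8 µM; Schedule: 5 h incubation at 4 °C; Technique: TR-FRET with europium anti-GST and streptavidin-D2, 340 nm excitation; Controls: biotin wells as high control, 0.6% DMSO wells as low control.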
TRPM1 prom inh: inhibitors of MITF-dependent TRPM1 promoter reporter, primary screen, cell-based, SK-MEL-5, single point, luciferase. AID 488899, 2010. inhibition, % at 12.5 µM. 330,000 compounds, 0.83% hits. SK-MEL-5 TRPM1 promoter luciferase, 24 h;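 active means mean inhibition across replicates of 60% or more, whatever share of single replicates reaches that level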; further: values of inactives mirror those of a sister screen read the other way
Shn3 3UTR inh: reduction of Shn3 3'UTR firefly luciferase signal, primary screen, Schnurri-3 inhibitor project, cell-based, Clone20 osteoblasts, set 2; Clone20 osteoblast Shn3 3'UTR firefly luciferase, 24 h; inhibition, % at 12.5 µM; 360,000 compounds, 0.52% hits;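 active means mean inhibition of at least 75% with every replicate also reaching 75%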;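 further: 0% = median of neutral control wells and 100% = pilot-screen positive control compound; some compounds past the cut are filed as inactive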
KKLEB tox: cytotoxicity in KKLEB CF airway cells, primary screen, cytotoxicity control for CF NF-kB inhibitor project, cell-based, uHTS, fluorescence assay plates; KKLEB CF airway cells viability, ATPlite luminescence, overnight; active compounds read low; cells stimulated with P. aeruginosa culture filtrate; activity change (cytotoxicity), % at 5 µM; 360,000 compounds, 0.36% hits; AID 602141, 2011;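 active means corrected activity change at or below -50% at 5 µM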
EBV LMP1 NFkB: EBV LMP1-driven NF-kappaB luciferase reporter inhibitors, primary screen, cell-based, luminescence, single point; LMP1-induced NF-kappaB luciferase reporter cells; inhibition, % at 12.5 µM; 350,000 compounds, 0.69% hits; AID 504558, 2011; in the data active means inhibition above about 41%;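 further: 0% = neutral control wells and 100% = reference inhibitor control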
NR2E3 ag-2: NR2E3 agonists in two-hybrid cells, primary screen, cell-based, luminescence, CHO-S, Gal4-NCOR/VP16-NR2E3 | inhibition of corepressor binding, % at 3.98 µM | AID 602229, 2012 | luciferase | Photoreceptor-specific nuclear receptor (Homo sapiens), Q9Y5X4 | 360,000 compounds, 0.35% hits;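 active means inhibition above the mean of all tested compounds plus 3 SD, cut at about 70% in these data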;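 further: 0% = DMSO with NR2E3 transfected cells and 100% = cells lacking NR2E3 construct; higher means lower luciferase signal from less NR2E3 corepressor binding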
TRAIL sens C8: viability loss with TRAIL in NB7+C8 cells, primary screen, TRAIL sensitizer project, cell-based, ATPlite luminescence; inhibition (viability loss, TRAIL sensitization), % at 10 µM; 360,000 compounds, 1% hits; AID 624354, 2012;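 active means compounds causing at least 50% loss of cell viability in the single-dose screen, relative to plate controls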
CF NFkB block: inhibitors of PAF-induced NF-kB signaling, primary screen, cell-based, GFP fluorescence, uHTS. KKLEB NF-kB-GFP reporter, GFP fluorescence overnight. inhibition, % at 5 µM. 360,000 compounds, 0.86% hits;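 active means at least 50% inhibition at 5 µM, scaled per plate between neutral and stimulator controls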;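 further: PAF is a Pseudomonas aeruginosa culture filtrate used as stimulus; plate controls were PAF-stimulated DMSO wells for no effect and unstimulated DMSO wells for full effect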
hiPSC survival: enhancers of single-cell hiPSC survival, primary screen, ATPlite luminescence | 100% = ROCK inhibitor wells, 0% = DMSO | 360,000 compounds, 0.044% hits | survival enhancement, % at 20 µM; in the data active means survival enhancement above about 18%;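 further: cells exposed to compounds for 16 hours before the ATP read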
HIF-2a inh: HIF-2a reporter inhibitors, primary screen, luminescence, 786-0 RCC cells; inhibition, % at 18.8 µM; AID 624352, 2012; 786-0 RCC cells HIF-2a reporter, luciferase luminescence, overnight; 360,000 compounds, 0.72% hits;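 active means inhibition of the luminescence signal of 40% or more relative to plate controls, in a single-dose primary screen at 18.75 µM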
Peg3 prom inh: Peg3 promoter-driven luciferase inhibitors, primary screen, cell-based, HeLa, luciferase luminescence. inhibition, % at 20 µM. AID 588405, 2011. HeLa PEG-Prom luciferase reporter, overnight. 360,000 compounds, 1.7% hits;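 active means inhibition of at least 50% at 20 µM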
Numbers without * were called inactive; . = no result given.

SMILES	NR2E3 ag-1	TRPM1 prom inh	Shn3 3UTR inh	KKLEB tox	EBV LMP1 NFkB	NR2E3 ag-2	TRAIL sens C8	CF NFkB block	hiPSC survival	HIF-2a inh	Peg3 prom inh
Cc1ccc(NC(=O)CCn2c(=O)c3cccn3c3ccccc32)c(C)c1	0	-20	14	3	7	-22	-6	-1	-0.5	-8	2
COc1ccc(C)cc1NC(=O)COCC(=O)O	4	2	-8	-1	-15	-1	7	15	-0.9	-15	-19
COc1ccc(C)cc1NC(=O)c1nn(C)c(C(=O)Nc2cc(C)ccc2OC)c1[N+](=O)[O-]	3	8	-3	5	6	-20	2	-15	0.6	11	13
O=C(c1ccccc1Cl)N(Cc1ccc(Cl)c(Cl)c1)N1C(=O)CCCC1=O	-2	0	26	-5	3	-6	6	11	-0.6	16	9
Cc1nn(C)c(C)c1S(=O)(=O)N1CCCC(C(=O)NCCc2ccc(Cl)cc2)C1 (centres undefined)	0	5	10	-3	8	-9	12	5	0.2	10	13
CC(C)(C)C(=O)Nc1cc(S(=O)(=O)Nc2ccc(Cl)cc2)ccc1O	-1	7	3	5	5	-6	-9	3	-0.8	15	9
Cc1nc2sc(C(c3cccs3)N3CCOCC3)c(O)n2n1 (centres undefined)	-1	.	-30	-9	-1	-13	-4	4	-1.3	11	-15
CCCCN(C(=O)c1c(C)noc1C)c1c(N)n(CCC)c(=O)[nH]c1=O	-3	-5	-4	-6	4	-13	4	23	-0.4	9	10
CCCCS(=O)CC(COC)OC(=O)c1ccccc1 (centres undefined)	-7	0	1	3	-6	-40	-2	2	0.5	14	6
O=C(N/N=C/c1cc(Br)cc([N+](=O)[O-])c1O)c1ccc(NC(=O)c2ccc(F)cc2)cc1	-1	-1	18	2	14	-2	18	10	1.6	-11	-3
CSc1ccccc1NS(=O)(=O)c1ccccc1	-1	-5	-4	-6	8	13	5	2	-1.8	1	5
CN(Cc1ccccc1)C(=O)CN(C1CCCCC1)S(C)(=O)=O	0	-13	-4	-4	5	-7	-2	3	-2.8	0	11
Cc1cc(Cl)ccc1OCC(=O)Nc1nc(-c2cccs2)cs1	1	8	-4	5	7	-26	-6	-2	0.4	-15	-8
COc1ccc(-c2cc(C(=O)NCCN3CCOCC3)c3ccccc3n2)cc1	-1	-20	-11	3	0	-3	0	-4	-5.6	-66	-21
CCc1ccc(C2=CSC3=NCCN23)cc1	-2	-5	10	7	2	16	15	5	-0.4	22	-6
CNCC(O)COc1cccc(OC)c1 (centres undefined)	-2	-8	-19	1	-6	1	-6	-3	-0.4	19	0
Cc1ccc(NC(=S)N2CCOCC2)c(C)c1	1	1	-1	3	3	2	-8	0	-0.3	14	3
Cc1ccnc2nc(C(=O)Nc3nnc(-c4ccccc4)o3)nn12	5	1	-4	6	-4	0	-8	-6	0.0	-13	-7
C/C(=N\Nc1nc(C)cc(-c2ccccc2)n1)c1cccc(N)c1	9	-22	11	-10	-1	-15	51*	-8	-0.4	-100	-118
O=C(CCC1CCCN(C(=O)c2ccsc2)C1)N1CCN(c2ccccn2)CC1 (centres undefined)	0	-11	-9	-5	1	-10	-5	-4	-0.7	8	5
CC(=O)c1cc(CN2CCN(C3CCCCC3)C(CCO)C2)cs1 (centres undefined)	2	-16	-8	-5	-31	-15	-7	-3	-1.3	15	16
COc1ccccc1NC(=O)N1CCCC1C(=O)NCc1ccc(F)cc1 (centres undefined)	1	-4	-16	14	-17	-21	-11	-6	6.5	13	6
C/C(=N\NC(=S)NCc1ccccc1)c1ccc2ccccc2c1OC(F)F	-2	8	0	16	-10	-32	-8	7	0.2	-8	16
COC(=O)c1cccc(NC(=O)c2ccccc2)c1	-4	-16	8	4	-7	-31	8	5	-0.4	-96	-70
CSc1ccc(CN(C)CC(=O)Nc2c(F)cccc2F)cc1	5	4	26	-8	14	-2	2	24	1.2	6	26
Additional results follow:
SMILES	NR2E3 ag-1	TRPM1 prom inh	Shn3 3UTR inh	KKLEB tox	EBV LMP1 NFkB	NR2E3 ag-2	TRAIL sens C8	CF NFkB block	hiPSC survival	HIF-2a inh	Peg3 prom inh
CCc1c(C)nc(N)nc1Cl	1	6	10	-3	-2	-17	-15	11	-0.2	11	-14
CC1(C(=O)Nc2ccc(Cl)c(Cl)c2)CCN1C(=O)CC(c1ccccc1)c1ccccc1 (centres undefined)	.	.	-6	-16	.	13	10	11	-1.2	-11	32
Cc1ccc(S(=O)(=O)N(CC(=O)O)Cc2ccco2)cc1	0	1	-22	2	3	-12	-5	1	-0.7	19	12
COc1ccc([C@H]2[C@H](C(=O)C(C)(C)C)N3N=Cc4ccccc4C3C23C(=O)OC(C)(C)OC3=O)cc1 (some centres undefined)	1	12	-57	-3	-8	-49	-10	-3	-1.3	-9	-7
Nn1c(Cc2cccc3ccccc23)nnc1SCc1ccccc1Cl	-5	1	3	-3	1	14	-6	-7	0.2	0	18
CCc1cc(=O)[nH]c(SCC(=O)N2CCCC2)n1	0	-3	11	4	0	4	-3	-26	0.3	12	12
CCCn1nc(C(=O)NC2CCCC2)c2ccccc2c1=O	.	8	-9	-8	2	-4	0	11	-0.4	-1	2
N#CC1(Cc2ccc(Cl)cc2)c2ccccc2C=CN1C(=O)c1ccccc1 (centres undefined)	0	8	12	-1	6	-39	3	11	1.8	12	22
Cc1ccc(C)c(OC2=NS(=O)(=O)c3ccccc32)c1	9	1	-13	2	2	-10	0	18	-2.1	1	27
Nc1ccc(Oc2ccc3c(c2)C(=O)N(CC2CCCO2)C3=O)cc1 (centres undefined)	-3	0	.	11	-10	-60	4	-8	-0.3	5	-134
COc1ccnc(N2CCN(c3ccccc3)CC2)c1C#N	0	-40	-4	16	-13	-21	-43	-18	2.4	-179	-77
COc1ccccc1NC(=O)Cn1c(CN2CCCCC2)nc2ccccc2c1=O	2	12	8	12	-14	-10	-12	-12	0.8	15	11
Cc1ccc2nc(Nc3ccc(C)c(Cl)c3)c3nncn3c2c1	-2	-25	-7	3	-9	-30	4	2	1.5	-20	-35
O=C(NCc1nc2ccccc2[nH]1)C1=C[C@@H](C2CCCCC2)C[C@@H](OCc2ccc(CO)cc2)O1	0	14	5	-2	1	-13	14	-23	4.5	10	21
CCOC(=O)c1sc2nc(CSc3ccccc3Cl)[nH]c(=O)c2c1C	0	3	11	6	-11	4	-2	-4	0.1	-6	0
Cc1cc(=O)oc(C)c1C(=O)NCCN1CCOCC1	1	-5	7	-14	-1	-29	-8	11	0.5	0	-2
CCOc1ccc(Nc2cc(=O)[nH]c(=O)[nH]2)cc1	5	8	14	17	11	-15	-3	-8	-0.1	3	16
CCOCc1cc(CN2CCC(CCC(=O)NC3CC3)CC2)ccc1OC	3	12	-1	11	6	-3	-9	-21	-0.5	10	-8
O=C(Nc1ccncc1)c1ccc2c(c1)C(=O)N(C1CCCCC1)C2=O	-1	12	40	2	3	11	15	16	-0.4	1	5
CCCNC(=O)Cc1c(C)n(C(=O)c2ccc(Cl)cc2)c2ccc(OC)cc12	0	9	12	2	2	-7	16	25	-0.4	16	8
O=C(CNC(=O)c1ccco1)N=Nc1c(O)[nH]c2ccc([N+](=O)[O-])cc12	-5	9	-15	4	-9	7	-5	-60	0.7	17	17
O=C(NC1CC1)c1ccc2sc([C@H]3C[C@H](O)[C@@H](CO)O3)nc2c1	.	.	5	14	.	-19	-1	4	-1.1	1	1
COc1cccc(NC(=S)NC(=O)Cc2ccc(Cl)cc2)c1	2	-11	-4	-12	2	-25	-11	5	1.1	-23	-7
Cn1c(=O)c2c(nc(CN3CCc4ccccc4C3)n2Cc2cccc(Cl)c2)n(C)c1=O	1	.	26	-2	-15	-36	8	40	-2.5	43*	41
O=C(CC1CC2CCC1C2)N1CCN(S(=O)(=O)c2ccc(C(F)(F)F)cc2)CC1 (centres undefined)	.	.	61	5	-7	8	-6	4	0.9	5	4
Other structures
SMILES	NR2E3 ag-1	TRPM1 prom inh	Shn3 3UTR inh	KKLEB tox	EBV LMP1 NFkB	NR2E3 ag-2	TRAIL sens C8	CF NFkB block	hiPSC survival	HIF-2a inh	Peg3 prom inh
CCOC(=O)c1c(CCl)nc2ccccc2c1C	1	24	-7	-4	-3	-8	1	20	-0.1	16	10
CC(C)CCNS(=O)(=O)c1ccc(-c2ccc(S(=O)(=O)NCCC(C)C)cc2)cc1	0	12	-2	15	2	4	0	-4	-2.1	6	6
O=c1oc(-c2cccs2)nc2sc3c(c12)CCCC3	3	-11	12	11	-6	-29	-4	-6	-1.5	-188	-79
O=C(Nc1cccnc1)c1ccccc1F	1	2	8	8	-3	6	-1	0	3.9	15	-1
c1ccc(-c2nnc(SCc3cn4ccsc4n3)o2)cc1	-1	-41	-39	-4	-5	-52	6	20	-1.2	-134	-83
CC(C)CN(C(=O)CSc1nc2ccccc2o1)c1c(N)n(Cc2ccccc2)c(=O)[nH]c1=O	1	0	7	6	3	11	-15	0	-3.2	6	6
COc1ccc2[nH]cc(CCNC(=O)c3ccc4ccccc4n3)c2c1	1	7	1	8	-30	-20	-19	-8	-0.4	2	-1
COc1ccc2oc(C(=O)NC3(C)CCS(=O)(=O)C3)c(C)c2c1 (centres undefined)	1	-4	19	-6	-2	-13	-4	-1	0.3	-55	-11
CC(C)(O)c1[nH]c2cc(F)ccc2c1C(C)(C)O	-1	1	7	-2	0	16	-25	15	2.4	16	6
Cc1ccc(/C=N/NC(=O)CCCOc2ccc(Cl)cc2Cl)cc1[N+](=O)[O-]	2	-6	8	-14	-16	-29	0	5	3.5	5	1
COc1ccc(NC(=S)NNC(=O)OC(C)(C)C)cc1OC	4	-7	-16	6	6	-20	-10	-13	-0.5	3	12
CC(C)n1cc(CN2CCCC(C(=O)Nc3cccc(-c4cc5ccccc5[nH]4)c3)C2)cn1 (centres undefined)	0	-2	33	-13	-6	-38	31	26	0.3	7	97*
CCC(CO)Oc1cc(NCc2cc(C)cc(C)c2)c2ncn(C(C)C)c2c1 (centres undefined)	.	2	3	-4	-12	20	4	67*	-1.5	3	-20

These rows are one share of the data; count on the stated rates, not on these rows.
